High-throughput results as filed in PubChem.
AmpC inh detg = inhibitors of E. coli AmpC beta-lactamase with detergent; AID 485294; 370,000 compounds, 0.041% hits; P00811; AmpC hydrolysis of nitrocefin, absorbance 480 nm, 0.01% Triton; Potency, µM (top dose mostly 114 µM), inactives show top-dose activity change, negative = inhibition, hits mostly inhibitors;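 note: potency is the fitted concentration of half-maximal effect; 0% = no-compound wells and -100% = no-enzyme wells; nearly all actives have a fitted effect of over 25% in size; some results filed as inactive show a strong effect at the top dose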
Target sequence (P00811 whole entry, looked up): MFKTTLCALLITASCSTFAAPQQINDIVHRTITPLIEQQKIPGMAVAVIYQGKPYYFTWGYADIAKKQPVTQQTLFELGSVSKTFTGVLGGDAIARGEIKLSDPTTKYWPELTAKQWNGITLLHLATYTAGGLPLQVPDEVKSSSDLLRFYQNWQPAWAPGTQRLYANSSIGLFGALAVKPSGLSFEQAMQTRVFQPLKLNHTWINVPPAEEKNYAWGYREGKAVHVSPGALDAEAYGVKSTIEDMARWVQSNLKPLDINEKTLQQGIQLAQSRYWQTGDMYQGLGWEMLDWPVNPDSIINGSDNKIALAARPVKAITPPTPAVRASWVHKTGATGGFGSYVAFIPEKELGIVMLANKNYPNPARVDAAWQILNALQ
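AmpC (5.3 nM in the dispensed reagent) in 20 mM phosphate pH 7.0 with 0.01% (detergent screen) or 0.0001% Triton X-100 was preincubated with compounds for 15 min at room temperature. Nitrocefin was then added from an 800 uM solution, and hydrolysis was followed at 480 nm.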
HCMV antiviral = inhibitors of human cytomegalovirus; HFF cells, HCMV-luciferase reporter, 72 h; stronger effect = lower value; activity change, negative = inhibition, % at 57.5 µM; 410,000 compounds, 4.5% hits; in the data active = activity change below about -60%; inconclusive = no clear call, values can overlap the other calls; inactive = above about -39%
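Steps: HFFs plated, 16 h 37C; compounds added; HCMV-luciferase added to MOI 1 PFU/cell; 72 h 37C; OneGlo reagent, 5 min room temperature; luminescence read, normalized to controls.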
Tb PYK inh = inhibitors of Trypanosoma brucei pyruvate kinase. Q57TT1. TbPYK enzyme, Kinase-Glo Plus ATP luminescence, 45 min. Potency, µM (series often up to 76.8 µM), for inactives: at the highest dose activity, negative = inhibition, usual class: inhibitors. 410,000 compounds, 0.12% hits; note: potency is the fitted concentration of half-maximal effect; nearly all actives have a fitted effect of over 50% in size
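Assay buffer: 50 mM TEA pH 7.2, 100 mM KCl, 10 mM MgCl2, 0.05% BSA, 0.01% Tween-20. Pyruvate kinase from T. brucei plus substrate met compound, then ADP (130 uM final). Luminescence was read post 45 min RT.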
AmpC no deterg = AmpC beta-lactamase inhibition without detergent | P00811 | AmpC nitrocefin hydrolysis, absorbance 480 nm, 0.0001% Triton | Potency, µM (titrated, usually from 57.1 µM), inactives show at the top dose activity change, negative = inhibition, most hits filed as inhibitors | 330,000 compounds, 0.52% hits | AID 485341;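 note: potency is the fitted concentration of half-maximal effect; plate controls were no compound for no effect and no enzyme for full effect; nearly all actives have a fitted effect of over 20% in size; some results filed as inactive show a strong effect at the top dose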
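AmpC (5.3 nM in the dispensed reagent) in 20 mM phosphate pH 7.0 with 0.01% (detergent screen) or 0.0001% Triton X-100 was preincubated with compounds for 15 min at room temperature. Nitrocefin was then added from an 800 uM solution, and hydrolysis was followed at 480 nm.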
LmPK inh = LmPK (Leishmania mexicana) enzyme inhibition | Q27686 | purified LmPK, Kinase-Glo ATP luminescence, 1 h | Potency, µM (titrated, usually from 57.5 µM), without a hit: at the top dose activity change, negative = inhibition, usual class: inhibitors | 290,000 compounds, 0.37% hits; note: potency is the fitted concentration of half-maximal effect
Target sequence (Q27686 whole entry, looked up): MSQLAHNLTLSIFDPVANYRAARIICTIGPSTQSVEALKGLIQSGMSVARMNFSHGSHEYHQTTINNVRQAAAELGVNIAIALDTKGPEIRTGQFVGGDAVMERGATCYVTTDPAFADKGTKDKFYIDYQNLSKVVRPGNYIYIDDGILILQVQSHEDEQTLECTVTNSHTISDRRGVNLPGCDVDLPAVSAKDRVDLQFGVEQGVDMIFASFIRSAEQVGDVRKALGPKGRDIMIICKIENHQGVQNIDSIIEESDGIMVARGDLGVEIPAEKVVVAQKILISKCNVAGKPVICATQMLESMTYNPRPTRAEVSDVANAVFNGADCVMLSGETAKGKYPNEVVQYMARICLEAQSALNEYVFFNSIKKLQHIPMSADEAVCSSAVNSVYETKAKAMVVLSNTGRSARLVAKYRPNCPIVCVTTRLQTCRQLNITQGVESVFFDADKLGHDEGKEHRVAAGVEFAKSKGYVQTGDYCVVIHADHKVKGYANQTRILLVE
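Pyruvate kinase activity monitored as ATP production (luciferase luminescence). Conditions: 0.1 nM enzyme, 0.5 mM PEP, 0.1 mM ADP, 1 h, RT; normalized against uninhibited and no-enzyme wells.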
AMA1 RON2 block = disrupts binding of P. falciparum AMA1 to RON2; 360,000 compounds, 0.2% hits; AlphaScreen AMA1-biotinylated RON2 peptide binding; Potency, µM (doses to about 58.2 µM), without a hit: top-dose activity change, negative = inhibition, most hits filed as inhibitors; AID 720542;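 note: potency is the fitted concentration of half-maximal effect; 0% = vehicle wells and -100% = peptide control; nearly all actives have a fitted effect of over 45% in size; some results filed as inactive show a strong effect at the top dose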
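AMA1 (3D7) with his tag at 25 nM final met compounds first, then biotinylated RON2 peptide at 25 nM; detection used donor plus acceptor beads, 10 µg/mL apiece, read by AlphaScreen after 30 min at room temperature.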
HCV inh = blocks hepatitis C virus | 340,000 compounds, 3.4% hits | Huh7.5.1 HCVcc-Cre infection, luciferase reporter, 44 h | Potency, µM (top dose mostly 41.8 µM), for the others: at the highest dose activity change, negative = inhibition, hits mostly inhibitors; note: potency is the fitted concentration of half-maximal effect
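Infectious HCV cell culture screen: compound-treated cells (1,000/well, pre-plated 4 h) are infected with HCVcc-Cre at roughly 0.5 moi and grown 44 h. Infection is quantified by luciferase signal after 15 min substrate incubation at room temperature.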
* = called active by the depositor; & = joins results of further samples; ! = not confirmed by another sample; [ ] = dose if it differs, or a comment. Unless noted, calls come from the whole dose curve; as a rule, active = well fitted curve in the direction sought with a large enough effect; inconclusive = small, poorly fitted or top-dose-only effect, or another doubt; inactive = no such curve, though single readings can be large; an effect the other way counts as inactive or inconclusive. Unless noted, % is set by controls: 0 for no effect and ±100 for the full control effect. Not a hit list; about 7.5% have a hit in one of these screens.

For COc1ccc(NC(=O)C(C)N(c2ccccc2)S(C)(=O)=O)cc1 (stereo not drawn) the results were AmpC inh detg 16%, HCMV antiviral 18 and Tb PYK inh -3%.
CC1CC(=O)NN=C1c1ccc(N(C)C)c([N+](=O)[O-])c1 (stereo not drawn) was read as AmpC inh detg 2%, HCMV antiviral 6, Tb PYK inh -13%, AmpC no deterg -1%, LmPK inh -3%, AMA1 RON2 block 18% and HCV inh 4%.
Screening Cc1ccc(OCC(O)Cn2c(=N)n(CCN3CCCCC3)c3ccccc32)cc1 (stereo not drawn) returned AmpC inh detg 0%, HCMV antiviral -82*!, Tb PYK inh 3%&3%, AmpC no deterg 23%, LmPK inh 2%, AMA1 RON2 block -9% and HCV inh 2.5µM*.
Screening NC(=N\N=Cc1ccco1)/C(N)=N/N=Cc1ccco1 returned HCMV antiviral 14, Tb PYK inh -6%, AMA1 RON2 block 16% and HCV inh -5%.
`COC(=O)[C@@]1(Cc2ccc(F)cc2)[C@H]2c3cc(C(=O)N(C)C)n(Cc4ccc(S(C)(=O)=O)cc4)c3C[C@H]2CN1C(=O)c1ccccc1` gave HCMV antiviral -15, Tb PYK inh 2% and AMA1 RON2 block -8%.
`Cc1cc(N2C(=O)CC(Cc3ccccc3)C2=O)no1` (stereo not drawn) gave AmpC inh detg -12%, HCMV antiviral 10, Tb PYK inh 4%, AmpC no deterg -13%, LmPK inh -2%, AMA1 RON2 block -10% and HCV inh -1%.
`Cc1cc(=O)[nH]c(SCc2ccc(Cl)cc2Cl)n1` gave AmpC inh detg 5%, HCMV antiviral -7, Tb PYK inh 2%, AmpC no deterg -40%, LmPK inh 1%, AMA1 RON2 block -2% and HCV inh 6%.
CCCCn1nc(-c2ccccc2)c2nc3ccccc3nc21 was read as AmpC inh detg -12%, AmpC no deterg -22% and LmPK inh -1%.
For CC(NC(=O)C1CCCN(S(=O)(=O)c2ccc(-n3cnnn3)cc2)C1)c1ccc(F)cc1 (stereo not drawn) the results were AmpC inh detg 1%, HCMV antiviral -24, Tb PYK inh -4%, AmpC no deterg 8%, LmPK inh -3%, AMA1 RON2 block -2% and HCV inh -15%.
Screening CC(C)Oc1ccc(/C(O)=C2/C(=O)C(=O)N(CCCn3ccnc3)C2c2cccnc2)cc1 (stereo not drawn) returned AmpC inh detg inconclusive, HCMV antiviral -33, Tb PYK inh -2%, AmpC no deterg -9%, LmPK inh -1%, AMA1 RON2 block 12% and HCV inh 0%.

Arranged by molar mass (descending): part of the list above
Screening CC(C)Oc1ccc(/C(O)=C2/C(=O)C(=O)N(CCCn3ccnc3)C2c2cccnc2)cc1 (stereo not drawn) returned AmpC inh detg inconclusive, HCMV antiviral -33, Tb PYK inh -2%, AmpC no deterg -9%, LmPK inh -1%, AMA1 RON2 block 12% and HCV inh 0%.
Screening Cc1ccc(OCC(O)Cn2c(=N)n(CCN3CCCCC3)c3ccccc32)cc1 (stereo not drawn) returned AmpC inh detg 0%, HCMV antiviral -82*!, Tb PYK inh 3%&3%, AmpC no deterg 23%, LmPK inh 2%, AMA1 RON2 block -9% and HCV inh 2.5µM*.
`Cc1cc(=O)[nH]c(SCc2ccc(Cl)cc2Cl)n1` gave AmpC inh detg 5%, HCMV antiviral -7, Tb PYK inh 2%, AmpC no deterg -40%, LmPK inh 1%, AMA1 RON2 block -2% and HCV inh 6%.

The results go on:
COc1ccc(NC(=O)CN2C(=O)CSc3ccc(S(=O)(=O)N(C)C)cc32)cc1OC was read as AmpC inh detg 6%, HCMV antiviral 23 and Tb PYK inh -8%.
For N#Cc1ccccc1OCC(=O)NCCNC(=O)COc1ccccc1C#N the results were AmpC inh detg -16%, HCMV antiviral 13, Tb PYK inh -8%, AmpC no deterg 6%, AMA1 RON2 block 11% and HCV inh -5%.
CN(C(=O)c1cccc(NC(=O)Cc2ccc(NC(=O)C3CCCN(C(=O)C4CCCC4)C3)cc2)c1)C1CCCC1 (stereo not drawn) was read as HCMV antiviral -8, Tb PYK inh 6%, AMA1 RON2 block -5% and HCV inh 10µM*.
c1ccc2c(c1)ncn2-c1ccc(-c2ccnc3ncnn23)cc1 was read as AmpC inh detg -8%, HCMV antiviral 9, Tb PYK inh 5%, AmpC no deterg -22%, LmPK inh 0%, AMA1 RON2 block -11% and HCV inh -9%.
Cc1ccc(C2=NN(C(=O)CCCC(=O)O)C(c3ccco3)C2)cc1 (stereo not drawn) was read as AmpC inh detg -1%, HCMV antiviral inconclusive, Tb PYK inh -1%, AmpC no deterg -30%, LmPK inh -6%, AMA1 RON2 block -1% and HCV inh 29%.
`CCOC(=O)Cn1c(=O)c2c(nc3n2CCCCN3c2ccc(OCC)cc2)n(C)c1=O` gave HCMV antiviral -5, Tb PYK inh 1%, AMA1 RON2 block 6% and HCV inh 19%.
For COC(=O)C(C(=O)Nc1cccc(Cl)c1C)C1CCCC1 (stereo not drawn) the results were AmpC inh detg 3%, HCMV antiviral -34, Tb PYK inh 0%, AmpC no deterg -8%, LmPK inh 1%, AMA1 RON2 block 1% and HCV inh 16%.
For CCOC(=O)N1CCN(C(=O)CSc2ccc(-c3ccccc3OC)nn2)CC1 the results were AmpC inh detg inconclusive, HCMV antiviral 16, Tb PYK inh -2%, AmpC no deterg 18%, LmPK inh 2%, AMA1 RON2 block 0% and HCV inh inconclusive.
Cc1no[n+]([O-])c1COc1ccccc1/C=C1\NC(=S)NC1=O was read as AmpC inh detg 7%, HCMV antiviral -83*, Tb PYK inh -2%, AmpC no deterg -18%, LmPK inh 5%, AMA1 RON2 block -13% and HCV inh -18%.
Screening CCc1nc2ccc(C(=O)N(C)Cc3ccccc3)cn2c1N(C)CCCc1ccccc1 returned HCMV antiviral -21, Tb PYK inh -3% and AMA1 RON2 block -11%.
COc1ccccc1NC(=O)Cc1nc(CCl)cs1 was read as AmpC inh detg -7%, HCMV antiviral -2, Tb PYK inh -15%, AmpC no deterg -10%, LmPK inh -2%, AMA1 RON2 block inconclusive and HCV inh 7%.
`CCOC(=O)C(NCCc1ccccc1F)(NC(=O)CC)C(F)(F)F` (stereo not drawn) gave AmpC inh detg inconclusive, HCMV antiviral -10, Tb PYK inh -1%, AmpC no deterg 4%, LmPK inh -1%, AMA1 RON2 block 21% and HCV inh -22%.
For Cc1ccc(C2=NC3(CCCC3)NC2=S)cc1 the results were AmpC inh detg -4%, HCMV antiviral 10, Tb PYK inh -7%, AmpC no deterg -24%, LmPK inh -1%, AMA1 RON2 block 34%[activator] and HCV inh -12%.
`O=C(Nc1cccc(F)c1)NC1(C(=O)NCC2CCCO2)CCCCC1` (stereo not drawn) gave AmpC inh detg 1%, HCMV antiviral 28, Tb PYK inh -8%, AmpC no deterg -7%, LmPK inh 1%, AMA1 RON2 block -4% and HCV inh -5%.
`CCCC(=O)Nc1nnc(S(=O)(=O)N(C)Cc2ccc(Cl)cc2)s1` gave AmpC inh detg 7%, HCMV antiviral 0 and Tb PYK inh -11%[15.4 µM].
O=C(NCCO)c1nsnc1NCCCl was read as AmpC inh detg 1%, HCMV antiviral 5, Tb PYK inh -2%, AmpC no deterg 0%, LmPK inh 0%, AMA1 RON2 block 17% and HCV inh 8%.
Screening CCn1c(SCc2nc(-c3ccccc3)no2)nc2ccccc21 returned AmpC inh detg -3%, HCMV antiviral -19, Tb PYK inh 1%, AmpC no deterg -18%, LmPK inh 13%, AMA1 RON2 block 28% and HCV inh -21%.
COCCN(C(=O)COC(=O)c1ccc2c(c1)OCO2)c1c(N)n(Cc2ccccc2)c(=O)[nH]c1=O was read as HCMV antiviral 2, Tb PYK inh -8% and AMA1 RON2 block -5%.
Screening COc1ccc(C(=O)NC(=O)Nc2cc(C)ccn2)cc1 returned AmpC inh detg 3%, HCMV antiviral inconclusive, Tb PYK inh -11%, AmpC no deterg -27%, LmPK inh inconclusive, AMA1 RON2 block 4% and HCV inh -26%.
O=C(c1cn(-c2ccccc2)nc1-c1cccnc1)N1CCCCC1 was read as AmpC inh detg inconclusive, HCMV antiviral 7, Tb PYK inh 4%, AmpC no deterg -10%, LmPK inh -1%, AMA1 RON2 block 32%[activator] and HCV inh -19%.
Screening COc1cc(C(=O)NCc2cc3ccccc3n2C)cc(OC)c1OC returned AmpC inh detg -10%, HCMV antiviral 140, Tb PYK inh 3%, AmpC no deterg 16%, LmPK inh 12%, AMA1 RON2 block -9% and HCV inh -15%.
For C#CCOCCOCCOCCNc1nc(N2CCN(C(=O)[C@H](CCC(=O)O)n3cc([C@@H](N)[C@H](C)CC)nn3)CC2)nc(N2CCN(C(=O)[C@H](CCC(=O)O)n3cc([C@@H](N)CC(N)=O)nn3)CC2)n1 the results were HCMV antiviral 10, Tb PYK inh -28%, AmpC no deterg -2%, AMA1 RON2 block 12% and HCV inh -13%.
Screening Cc1cccc(N2CCN(S(=O)(=O)c3cnc[nH]3)CC2)c1C returned AmpC inh detg -15%, HCMV antiviral 14, Tb PYK inh -2%, AmpC no deterg -13%, LmPK inh 6%, AMA1 RON2 block 0% and HCV inh 10%.
For CCc1ccc(-c2nc(CN3CCC(C(=O)NCCc4ccc(C)cc4)CC3)c(C)o2)cc1 the results were AmpC inh detg 8%, HCMV antiviral 7 and Tb PYK inh -8%.
Screening CCC(c1nnnn1C(C)(C)C)N1CCN(C(=O)c2ccco2)CC1 (stereo not drawn) returned AmpC inh detg -15%, HCMV antiviral -3, Tb PYK inh 5%, AmpC no deterg 77%[activator], LmPK inh -8%, AMA1 RON2 block -17% and HCV inh 13%.

Random excerpt: two records from the list
CN(C(=O)c1cccc(NC(=O)Cc2ccc(NC(=O)C3CCCN(C(=O)C4CCCC4)C3)cc2)c1)C1CCCC1 (stereo not drawn) was read as HCMV antiviral -8, Tb PYK inh 6%, AMA1 RON2 block -5% and HCV inh 10µM*.
Screening NC(=N\N=Cc1ccco1)/C(N)=N/N=Cc1ccco1 returned HCMV antiviral 14, Tb PYK inh -6%, AMA1 RON2 block 16% and HCV inh -5%.
